# EBI2 antag: EBI2 receptor antagonists, beta-arrestin recruitment, primary screen, cell-based, luminescence, 7a,25-OHC stimulation, uHTS | G-protein coupled receptor 183 (Homo sapiens), P32249 | inhibition, % at 5 µM | 360,000 tested, 0.81% active | AID 651636, 2012 | 7a,25-OHC stimulated; in the data active = inhibition above about 38%;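 also: enzyme fragment complementation signal reports receptor beta-arrestin coupling in cells; 0% = agonist plus DMSO wells and 100% = wells without agonist; some results beyond the cut were filed as inactive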
# Target sequence (P32249 whole entry, looked up, the tested form may be a part): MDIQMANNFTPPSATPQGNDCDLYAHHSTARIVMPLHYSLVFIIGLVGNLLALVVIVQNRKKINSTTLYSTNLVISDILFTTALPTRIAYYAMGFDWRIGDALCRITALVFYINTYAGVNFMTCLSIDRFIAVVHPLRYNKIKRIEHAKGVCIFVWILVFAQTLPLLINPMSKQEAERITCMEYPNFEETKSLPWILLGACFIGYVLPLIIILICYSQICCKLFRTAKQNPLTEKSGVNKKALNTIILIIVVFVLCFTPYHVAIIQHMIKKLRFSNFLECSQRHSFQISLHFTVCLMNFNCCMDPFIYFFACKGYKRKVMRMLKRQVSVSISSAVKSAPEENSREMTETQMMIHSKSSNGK
# ATG4B inhibitor: ATG4B protease inhibitors, primary screen, biochemical, fluorescence, uHTS; 340,000 tested, 0.51% active; ATG4B cleavage of LC3-PLA2, NBD-HPC fluorescence, 1 h; AID 504462, 2011; Cysteine protease ATG4B (Homo sapiens), Q9Y4P1; inhibition, % at 8.33 µM; in the data active = inhibition above about 40%
# UBC13 inh: UBC13 polyubiquitin chain formation inhibitors, primary screen, biochemical, TR-FRET, uHTS; Ubiquitin-conjugating enzyme E2 N (Homo sapiens), P61088; 330,000 tested, 0.47% active; AID 485273, 2010; inhibition, % at 20 µM; in the data active = inhibition above about 45%, passing the limit was not always enough
# Target sequence (P61088 whole entry, looked up): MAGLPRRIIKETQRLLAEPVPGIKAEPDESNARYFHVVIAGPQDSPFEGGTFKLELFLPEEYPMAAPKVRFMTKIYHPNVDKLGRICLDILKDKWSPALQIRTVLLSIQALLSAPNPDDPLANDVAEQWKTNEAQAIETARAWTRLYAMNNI
# CCR6 antagonist: CCR6 receptor antagonists, primary screen, cell-based, CHO-K1, luminescence, beta-arrestin, uHTS; C-C chemokine receptor type 6 (Homo sapiens), P51684; CHO-K1 CCR6 PathHunter beta-arrestin, CCL20-stimulated; inhibition, % at 20 µM; 340,000 tested, 0.49% active;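 active = compounds whose inhibition of the agonist-driven luminescence signal at 20 µM reaches about 50%, limit read from the data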;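 also: cells stimulated with CCL20 at 14 nM final; plate controls were DMSO with CCL20 for no effect and DMSO without agonist for full effect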
# Target sequence (P51684 whole entry, looked up): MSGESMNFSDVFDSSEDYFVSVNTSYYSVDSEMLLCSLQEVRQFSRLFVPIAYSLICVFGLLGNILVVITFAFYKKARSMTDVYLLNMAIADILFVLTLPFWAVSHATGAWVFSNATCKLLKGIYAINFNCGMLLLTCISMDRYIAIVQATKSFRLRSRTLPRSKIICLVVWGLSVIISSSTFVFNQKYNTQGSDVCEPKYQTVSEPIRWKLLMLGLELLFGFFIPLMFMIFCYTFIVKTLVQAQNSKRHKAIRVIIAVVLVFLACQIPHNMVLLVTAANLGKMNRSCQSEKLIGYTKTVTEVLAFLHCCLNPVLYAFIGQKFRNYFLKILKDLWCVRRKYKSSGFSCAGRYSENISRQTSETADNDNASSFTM
# APJ agonist: agonists of human apelin receptor APJ, primary screen, CHO-K1 cells, PathHunter beta-arrestin, luminescence. P35414. 330,000 tested, 0.11% active. activation, % at 20 µM. AID 2520, 2010. 0% DMSO wells, 100% apelin;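 active = activation more than six SD over the plate average, tested at 20 µM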;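 also: 0% = DMSO alone and 100% = apelin-13 at 10 nM; some results filed as inactive read as strong as hits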
#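 Material: CHO-K1 APJ beta-arrestin complementation cell line; Input: cell density 1000 per well; Incubation: compound stimulation 90 min at 25 °C, detection 60 min; Signal: luminescence from split beta-galactosidase complementation, Galacton Star/Emerald II substrate; Controls: DMSO-only wells as negative, 10 nM Apelin-13 as positive control.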
# CXCR6 inh: CXCR6 receptor inhibitors, primary screen, cell-based, beta-arrestin, luminescence, CHO-K1 PathHunter, 1536-well; 360,000 tested, 0.36% active; C-X-C chemokine receptor type 6 (Homo sapiens), O00574; inhibition, % at 20 µM; AID 602244, 2012; in the data active = inhibition above about 34%, passing the limit was not always enough;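 also: antagonist mode with CXCL16 agonist at 10 nM final; 0% = 10 nM CXCL16 with DMSO and 100% = unstimulated wells without agonist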
# Gli-Sufu block: Gli-Sufu pathway antagonists, primary screen, luciferase luminescence, Sufu-KO-LIGHT cells, uHTS | 340,000 tested, 0.74% active | inhibition, % at 5 µM | Sufu-KO-LIGHT fibroblasts, Gli luciferase reporter luminescence;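 active = inhibition above about 55%, limit read from the data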;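 also: 0% = DMSO-treated cells and 100% = wells with medium but no cells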
# APJ antag: antagonists of human apelin receptor APJ, primary screen, CHO-K1 cells, beta-arrestin complementation, luminescence; P35414; inhibition, % at 20 µM; 330,000 tested, 0.32% active;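 active = inhibition above about 40% at 20 µM, limit read from the data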;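 also: cells challenged with 10 nM apelin-13 agonist together with compound; plate controls were apelin-13 plus DMSO wells for no effect and DMSO wells lacking apelin-13 for full effect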
# * marks the source's active call; other numbers are inactive results; . = no result given.
molecule	EBI2 antag	APJ agonist	UBC13 inh	CCR6 antagonist	APJ antag	ATG4B inhibitor	Gli-Sufu block	CXCR6 inh
Nc1c(C(=O)NCCc2ccccc2)c2nc3ccccc3nc2n1CCN1CCOCC1	21	-4	41	32	22	-58	-6	2
CCC1(C2=NCCN2)Cc2ccccc2O1 (centres undefined)	-2	0	8	15	0	-3	1	3
N=C1C(c2ccccc2)=C(O)CN1Cc1ccco1	-8	1	-3	-12	-10	7	16	-4
CCOC(=O)C1=C(N)OC2=C(C(=O)CCC2)C12C(=O)Nc1ccccc12 (centres undefined)	-5	-1	6	-7	5	2	-5	-10
C=C[C@@H]1C[C@@]1(C)[C@@H](NP(=O)(c1ccccc1)c1ccccc1)c1ccccc1	12	-6	10	10	-35	-13	-5	8
Cc1ccccc1-n1c(O)c(/C=N/NC(=O)c2ccccc2O)c(=O)[nH]c1=S	7	-4	-13	16	12	-5	-4	-5
CC12CC(=O)C3C(CCC4CC(=O)C=CC43C)C1CCC2=O (centres undefined)	1	.	.	9	.	-6	10	0
CCN(CC)CCNCc1nc2ccccc2c(=O)n1-c1ccc(F)cc1	-14	-4	-10	7	7	-7	0	-5
CC(C)N1CCN(Cc2cc3c(cc2Cl)OCO3)CC1CCO (centres undefined)	4	-3	-13	8	10	-2	4	1
Fc1ccc(CNC2CN3CCC2CC3)cc1 (centres undefined)	-7	0	0	-5	11	1	1	4
O=C1C2CCCN2C(c2ccc(Cl)c(Cl)c2)N1c1ccccn1 (centres undefined)	4	1	-12	-6	2	-5	3	6
CCOC(=O)C1C(OC(=O)c2ccccc2)CC2CCC1N2C (centres undefined)	-3	.	.	-1	.	-6	3	-1
O=C(O)C1C2c3ccccc3C(c3ccccc32)C1C(=O)Nc1ccccc1 (centres undefined)	8	-1	-2	7	-17	5	-3	-17
O=C(c1cc2cc(Br)ccc2[nH]1)N1CCC2(CC1)OCCO2	84*	-1	-2	-9	-5	-2	22	0
O=C(CCC(=O)N1C[C@H]2C[C@@H](C1)c1cccc(=O)n1C2)NCc1ccccc1	-4	-3	7	4	-62	-13	-1	0
COc1ccc(N2CCN(Cc3nc4ccccc4[nH]3)CC2)cc1	-11	3	-2	11	-37	9	1	-17
CCC(=O)c1cn(Cc2ccccc2C#N)c2ccccc12	12	-3	29	4	13	-3	-5	2
CN1C(=O)N(C)C(=O)C(CCc2ccncc2)(Cc2ccc3c(c2)OCO3)C1=O	-3	2	-3	2	8	-3	7	-4
CCOC(=O)C1=C(N)OC2=C(C(=O)CCC2)C12C(=O)N1c3c(ccc(C)c32)C(C)=CC1(C)C (centres undefined)	0	1	-3	0	-9	-12	-1	0
O=C(Nc1ccccc1)N1CC2CC(C1)c1cccc(=O)n1C2 (centres undefined)	-12	-3	8	16	-11	3	21	0
Cc1cc(OCc2nn[nH]n2)c2c3c(c(=O)oc2c1)CCCC3	-13	2	14	13	14	22	2	-3
c1ccc(Nc2ccc3ccccc3c2)cc1	3	.	.	-2	.	-11	-38	-13
CCCCn1c(=O)c(C(=O)NCc2ccc(Cl)cc2)c(O)c2ccccc21	3	-1	8	17	11	2	0	-2
Cc1ccc(C(=O)N/C(=C\Cl)P(=O)(c2ccccc2)c2ccccc2)cc1	-8	-2	1	5	9	-8	0	7
CCOC(=O)CNC(=O)CSP(=S)(OCC)OCC	3	-2	-12	19	5	-1	-8	5
CCOc1cc(/C=C2\C(=O)NC(=O)N(CCc3ccc(F)cc3)C2=O)ccc1O	-14	0	-13	-3	-47	-5	2	-1
COc1ccc(CN2CCN(c3ccccc3F)CC2)cc1O	-11	2	5	8	3	-5	9	-2
O=C(c1ccc2c(c1)N(Cc1ccc(F)cc1)CCS2)N1CCC2(CC1)OCCO2	-4	-3	18	18	15	-9	-22	0
CCN1CCN(c2nc3ccccc3s2)CC1	2	6	-15	12	-3	18	-60	-5
COc1cc2[nH]c(=S)n(-c3ccccc3)c(=O)c2cc1OC	5	-2	22	3	4	-1	-7	-5
Cc1cccn2c(=O)c3c(nc12)N1CCC(Cc2ccccc2)CC1C1(C3)C(=O)N(C)C(=O)N(C)C1=O (centres undefined)	27	0	2	10	11	-7	11	18
CCCCCCN=C(C)c1c(O)n(Cc2ccccc2)c(=O)[nH]c1=O	8	0	8	-7	-6	-12	8	-1
OC1(CN2CCOCC2)C2CC3CC(C2)CC1C3 (centres undefined)	-12	3	6	0	1	-3	5	6
COc1ccc2c(c1OC)CN1CCc3cc4c(cc3C1C2)OCO4 (centres undefined)	1	-2	-3	3	-6	2	.	4
CC1(C)N(O)C2CCCCC2N1O (centres undefined)	0	-3	-1	13	-13	2	1	-1
CCOC(=O)CC(SP1(=S)OCC2(CCCCC2)CO1)C(=O)OCC (centres undefined)	7	.	.	3	.	1	-16	5
CCCCOC(=O)C1=C(N)OC2=C(C(=O)CCC2)[C@]12C(=O)N(C)c1ccccc12	-4	6	-1	6	-1	-6	-18	0
COc1ccc(CCNCc2ccsc2)cc1OC	2	-2	-2	8	-1	-4	4	0
COC[C@H]1OC(=O)c2coc3c2[C@@]1(C)C1=C(C3=O)[C@@H]2CCC(=O)[C@@]2(C)C[C@H]1OC(C)=O	7	.	.	11	.	8	33	-3
CCN1CCN(S(=O)(=O)c2ccc(Cl)c(C(=O)Nc3ccc(C(=O)N(CC)CC)cc3)c2)CC1	-5	-5	-8	3	-4	-3	41	-1
COc1ccc2c(c1)CC1(CN2C)C(=O)NC(=O)N(CCc2ccccc2)C1=O (centres undefined)	-4	6	-19	-1	-22	-15	-1	-18
Cc1ccc2c(c1)CC1(CN2C)C(=O)NC(=O)N(c2ccc(C)c(C)c2)C1=O (centres undefined)	3	-3	-7	33	-4	8	18	0
O=C(CCl)Nc1nccs1	7	3	-4	-13	14	-4	0	-2
Cc1cc(N(CCCl)CCCl)ccc1/C=N/NC(=O)c1ccco1	-1	9	1	9	2	0	15	12
COC(=O)C1=C(c2ccccc2)C[C@@H]2CC[C@H]1N2C(=O)NCCO	-2	-5	-4	-4	11	-1	10	-3
Cc1cccc(C)c1NC(=O)c1cccn(Cc2ccc3c(c2)OC(F)(F)O3)c1=O	4	-1	-15	5	12	8	10	-5
C=CCn1c(O)c(/C=N/NC(=O)c2ccncc2)c(=O)[nH]c1=O	-3	1	-4	4	-28	0	-4	-11
CC1(C)CC(=O)C(C=NCCN2CCN(C(=O)Cc3ccccc3)CC2)=C(O)C1	-5	-3	3	-12	-6	-8	5	1
CC1CN(c2ccc([N+](=O)[O-])c(N3CCCCC3)c2)CCN1 (centres undefined)	-19	-1	-38	1	-14	-4	9	-2
Nc1ccc(CCN2CCN(c3cccc(C(F)(F)F)c3)CC2)cc1	-1	-3	11	-13	9	-3	1	-6

# Next results:
molecule	EBI2 antag	APJ agonist	UBC13 inh	CCR6 antagonist	APJ antag	ATG4B inhibitor	Gli-Sufu block	CXCR6 inh
COc1ccc(CC2C(=O)NC(C)C(=O)N(C)C3C(=O)N(C)C(Cc4ccc(O)c(c4)Oc4ccc(cc4)C3O)C(=O)NC(C)C(=O)NC(C)C(=O)N2C)cc1 (centres undefined)	8	.	.	4	.	-4	93*	1
c1ccc2c(CCNC3=NCCC3)c[nH]c2c1	-5	7	-4	4	-11	-10	0	5
CCCCCn1c(N)c(C(=O)NCCN2CCOCC2)c2nc3ccccc3nc21	27	-2	11	17	14	-6	14	0
CC(C)n1c(=O)c(C=Nc2cccc([N+](=O)[O-])c2)c(O)n(CCc2ccccc2)c1=O	15	-2	-8	18	-3	3	-6	2
C/C=C(\C)C(=O)N[C@@H](c1ccccc1)[C@@H](O)C(=O)O[C@H]1C[C@@]2(O)[C@@H](OC(=O)c3ccccc3)C3[C@](C)(C(=O)[C@H](O)C(=C1C)C2(C)C)[C@@H](O)C[C@H]1OC[C@@]31OC(C)=O (some centres undefined)	-5	-1	-4	-6	13	-12	-2	-3
CCN1CCC2(CC1)NC(=O)c1ccccc1O2	-4	-3	10	13	14	-2	-2	8
O=C(Nc1ccncc1)c1cccn(Cc2ccccc2)c1=O	5	3	-1	7	-9	-9	33	-5
COc1cc(C)c(CNCCc2c[nH]c3ccccc23)cc1C	-9	-2	9	-5	-6	-4	40	-4
CC(C)OC(=O)Nc1ccc(N=C(N)N[N+](=O)[O-])cc1	-4	-1	3	7	2	-7	-6	-1
O=C(c1ccccc1)C(Cc1ccccc1)N1CCOCC1 (centres undefined)	-1	.	.	15	.	1	4	1
Cc1ccc(-c2ccc(=O)n(CCC(=O)N3CCC4(CC3)OCCO4)n2)cc1	4	-5	19	1	-15	7	-32	-1
CO[C@@H]1C=CC23c4cc5c(cc4CO[C@]2(O)CN(C)[C@H]3C1)OCO5 (some centres undefined)	-12	-1	3	5	-14	-5	-19	2
COc1ccc(-n2c(/C=C/c3ccc(O)c(OC)c3)nc3ccccc3c2=O)cc1	-13	-2	8	19	-17	11	6	10
CN1CCN(CC#CCOc2ccc(Cl)cc2)CC1	5	-3	-1	4	-2	6	8	1
CC(C)[C@H]1C(=O)N2CCC[C@H]2[C@]2(O)O[C@](NC(=O)[C@@H]3C=C4c5cccc6[nH]cc(c56)C[C@H]4N(C)C3)(C(C)C)C(=O)N12	5	16	-36	5	6	-5	16	-5
O=[N+]([O-])c1cccc2c([As](=O)(O)O)cccc12	-1	-4	2	4	-5	2	-25	3
CCCCn1c(O)c(/C=C2/C=CC=N2)c(=O)[nH]c1=O	17	-1	-6	9	8	-3	11	1
Cc1c(C)c2cc(Cl)c(OCC(=O)N3C[C@H]4C[C@@H](C3)c3cccc(=O)n3C4)cc2oc1=O	-1	-3	2	0	5	-31	29	0
Cc1cccc(CN2CCCC(C(=O)c3ccc(C(F)(F)F)cc3)C2)n1 (centres undefined)	-6	-4	10	2	-4	-6	25	3
Cc1cc(C)c(Cn2c(C(=O)O)c(C=O)c3ccccc32)c(C)c1	11	-3	-8	11	4	-8	-6	-1

# Grouped by structure, the compounds so far with two or more sulfur atoms (two)
molecule	EBI2 antag	APJ agonist	UBC13 inh	CCR6 antagonist	APJ antag	ATG4B inhibitor	Gli-Sufu block	CXCR6 inh
CCOC(=O)CNC(=O)CSP(=S)(OCC)OCC	3	-2	-12	19	5	-1	-8	5
CCOC(=O)CC(SP1(=S)OCC2(CCCCC2)CO1)C(=O)OCC (centres undefined)	7	.	.	3	.	1	-16	5

# The list continues.
molecule	EBI2 antag	APJ agonist	UBC13 inh	CCR6 antagonist	APJ antag	ATG4B inhibitor	Gli-Sufu block	CXCR6 inh
NNC(N)=O	2	-6	-4	9	-5	7	51	12
CC1CC2C(C(O)CC3(C)C(O)CCC23)C2(C)CCC(=O)C=C12 (centres undefined)	2	.	.	-3	.	-3	2	-7
O=[N+]([O-])c1ccc(N2CCCNCC2)c2ncccc12	-4	9	-141	-1	-54	3	7	-3
C=CP(=O)(O)c1ccccc1	-7	-3	1	4	4	1	-3	-1
CCC1(NS(=O)(=O)c2ccc(N)cc2)C(=O)N(C)C(=O)N(C)C1=O	3	.	.	0	.	1	-7	-2
C(#CCN1CCOCC1)COCC#Cc1ccccc1	7	-3	12	3	-9	3	-3	-2
Cc1ccccc1NC(=O)Cc1nc(COC(=O)Cc2ccccc2)cs1	4	-3	8	12	5	2	-1	-9

# Source: PubChem BioAssay (Sanford-Burnham Center for Chemical Genomics)

# An excerpt (hit frequency here may not be typical).
